CHT allo act: CHT positive allosteric modulators, primary screen, cell-based, membrane potential dye, choline EC20 | High affinity choline transporter 1 (Homo sapiens), Q9GZV3 | AID 488977, 2010 | actives 0.49% (n = 310,000) | CHT-expressing cells; hits give high values; LV-AA mutant CHT in HEK293 cells | B-score at 10 µM;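 active means initial fluorescence not abnormally high and integrated response B-score, plate-corrected, over 3 SD above library mean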
Target sequence (Q9GZV3 whole entry, looked up): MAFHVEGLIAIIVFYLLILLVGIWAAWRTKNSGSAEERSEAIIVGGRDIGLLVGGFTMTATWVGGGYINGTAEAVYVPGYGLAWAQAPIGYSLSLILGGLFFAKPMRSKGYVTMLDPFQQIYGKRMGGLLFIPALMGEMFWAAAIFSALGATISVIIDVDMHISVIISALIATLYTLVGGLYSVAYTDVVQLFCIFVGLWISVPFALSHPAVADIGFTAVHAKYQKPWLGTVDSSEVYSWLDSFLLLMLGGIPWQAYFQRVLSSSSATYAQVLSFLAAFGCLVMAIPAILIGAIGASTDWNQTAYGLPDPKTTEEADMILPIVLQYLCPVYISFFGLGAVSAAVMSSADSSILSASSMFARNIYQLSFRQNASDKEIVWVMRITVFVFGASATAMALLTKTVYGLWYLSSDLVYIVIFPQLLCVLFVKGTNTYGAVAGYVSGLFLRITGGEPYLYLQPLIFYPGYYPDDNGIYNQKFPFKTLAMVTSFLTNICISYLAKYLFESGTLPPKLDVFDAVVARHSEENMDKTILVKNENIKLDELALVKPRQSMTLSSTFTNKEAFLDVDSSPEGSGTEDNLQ
CHT block: inhibitors of human choline transporter CHT. actives 0.86% (n = 310,000). AID 488975, 2010. B-score at 10 µM. CHT-expressing cells, membrane potential dye, choline response; hits give low values. High affinity choline transporter 1 (Homo sapiens), Q9GZV3;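 active means B-score over 3 SD under the library average, and starting fluorescence ratio not unusually high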;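 further: choline stimulus applied at its EC90 after an EC20 pre-addition; B-score computed on integrated fluorescence ratio after choline addition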
Numbers without * were called inactive; i = inactive.

item | Structure | CHT allo act | CHT block
1 | N=C1C(c2ccccc2)=C(O)CN1c1cccc(S(=O)(=O)Nc2cccc(C(F)(F)F)c2)c1 | i | i
2 | COc1ccc(OC)c(NC(=O)c2cccc(C)c2[N+](=O)[O-])c1 | i | i
3 | CC(=O)c1ccc(N2CCN(CC(O)COCc3ccco3)CC2)cc1 (stereo not given) | i | i
4 | Cc1ccc(S(=O)(=O)NC(=NC(C)C)c2ccccc2)cc1 | i | i
5 | COC(=O)C1=C(C)NC(C)=C(C(=O)OCC2CCCO2)C1c1cccc(Br)c1 (stereo not given) | i | i
6 | COc1cccc(N2CC(NS(=O)(=O)c3ccc4ccccc4c3)CC2=O)c1 (stereo not given) | i | i
7 | CCCN1CCC(N2CCN(c3cccc(C(F)(F)F)c3)CC2)CC1 | i | i
8 | COc1cc(C)c(C)cc1S(=O)(=O)N1CCN(Cc2ccccc2)CC1 | i | i
9 | O=C(Nc1cc(F)ccc1F)c1ccc(-n2cncn2)c([N+](=O)[O-])c1 | i | i
10 | CN1CCN(c2nc(-c3cccnc3)nc3scc(-c4ccccc4)c23)CC1 | i | i
11 | CC(C)=CCCC1=CCC(/C=N/NC(N)=O)C(C)C1 (stereo not given) | i | i
12 | CC(C)CC(=O)Nc1ccnn1C1CCN(C(=O)c2ccccc2F)CC1 | i | i
13 | C[C@@H](C(=O)O)[C@@H]1C[C@@]1(C)[C@@H](NC(=O)OCc1ccccc1)c1ccccc1 | i | i
14 | CCCS(=O)(=O)N1CCCC(C(=O)N2CCC(Cc3ccccc3)CC2)C1 (stereo not given) | i | i
15 | Cc1cc2oc3ccc(NCCCN4CCOCC4)cc3c(=O)c2cc1C | i | i
16 | COc1ccc(C2CC(=O)C=C(NCc3ccccc3)C2)cc1 (stereo not given) | i | i
17 | N#Cc1ccc(OCC(=O)Nc2ccncc2)cc1 | i | i
18 | S=c1[nH]nc(-c2ccc(Cl)cc2)n1/N=C/C=C/c1ccco1 | i | i
19 | COc1ccc(NS(=O)(=O)c2cc(C(=O)N3CCN(C/C=C/c4ccccc4)CC3)ccc2C)cc1 | i | i
20 | Cc1ccc(C2(C)NC(=O)N(CC(=O)c3ccc(Cl)s3)C2=O)cc1 (stereo not given) | i | i
21 | COc1ccc(C2=NN(C(=O)c3cccnc3)C(c3ccccc3)C2)cc1 (stereo not given) | i | i
22 | O=C(O)CN1C(=O)NC2(CCc3ccccc32)C1=O (stereo not given) | i | i
23 | c1ccc(CCn2nnnc2C(c2cccs2)N2CCOCC2)cc1 (stereo not given) | i | i
24 | CN(Cc1cnccn1)Cc1nc(Cc2ccccc2F)no1 | i | i
25 | Cc1ccc(N2CCN(C(=O)N3CCCC3)CC2)cc1Cl | i | i
26 | COc1cc(NC(=O)COC(=O)[C@@H]2CCCN2S(=O)(=O)c2ccc(Cl)cc2)cc(OC)c1OC | i | i
27 | N#C/C(=C(/O)CN1C(=O)c2ccccc2C1=O)c1nc2ccccc2[nH]1 | i | i
28 | O=C(O)Cn1c(COc2ccc(Cl)cc2)nc2ccccc21 | i | i
29 | C=CCN1CCN(C(=O)c2cc3c(s2)CCCC3)CC1 | i | i
30 | NC(=O)c1ccc(NC(=O)CNCc2ccccc2Cl)cc1 | i | i
31 | CN(C)S(=O)(=O)c1ccc(Cl)c(C(=O)Nc2ccccc2[N+](=O)[O-])c1 | i | i
32 | CC1(C)CC(=O)C(C(N)=NC(=O)c2ccc([N+](=O)[O-])cc2)=C(O)C1 | i | i
33 | COCCNC(=S)NCc1cccs1 | i | i
34 | Cn1c(-c2cccc(Br)c2)cnc1NCc1cccnc1 | i | i
35 | COCCn1c(SCC(=O)N2CCCc3ccccc32)nc2ccccc2c1=O | i | -5.2*
36 | N#Cc1nc(-c2ccc(F)cc2)oc1NCc1ccccc1 | i | i
37 | COc1ccc(NC(=O)CSc2c3c(nc4ccccc24)CCCC3)c(OC)c1 | i | i
38 | O=C(C[n+]1ccc(/C=N/O)cc1)NC1CCCCC1 | i | i
39 | O=C(CSc1cccc[n+]1[O-])Nc1cc2c(cc1Cl)C(=O)c1ccccc1C2=O | i | i
40 | O=C(Nc1cccc(F)c1)C1CCCN(c2cnccn2)C1 (stereo not given) | i | i
41 | C[C@H](C(=O)C=[N+]=[N-])N1C(=O)c2ccccc2C1=O | i | i
42 | O=C(N/N=C/c1cc2ccccc2nc1Cl)[C@H]1C[C@@H]1c1ccccc1 | i | i
43 | COc1cccc(NC(=O)c2ccc3c(SCC(=O)O)c4c(nc3c2)CCCC4)c1 | i | i
44 | CCCC(=O)Nc1nc2ccc(NC(=O)c3ccccc3F)cc2s1 | i | i
45 | COc1ccc(NC(=O)c2cc3c(s2)CCC(C)C3)cc1S(=O)(=O)N1CCOCC1 (stereo not given) | i | i
46 | CC1=Nn2c(nnc2C2CCCCC2)SC1 | i | i
47 | Nc1[nH]c(N=NC(=O)c2ccccc2)c2ccccc12 | i | i
48 | CCOc1ccc(N(C(=O)c2cc3ccccc3oc2=O)C2C=CS(=O)(=O)C2)cc1 (stereo not given) | i | i

The list goes on (4 carried over from the part before).
item | Structure | CHT allo act | CHT block
45 | COc1ccc(NC(=O)c2cc3c(s2)CCC(C)C3)cc1S(=O)(=O)N1CCOCC1 (stereo not given) | i | i
46 | CC1=Nn2c(nnc2C2CCCCC2)SC1 | i | i
47 | Nc1[nH]c(N=NC(=O)c2ccccc2)c2ccccc12 | i | i
48 | CCOc1ccc(N(C(=O)c2cc3ccccc3oc2=O)C2C=CS(=O)(=O)C2)cc1 (stereo not given) | i | i
49 | CC(=O)Nc1ccc(Nc2nc(-c3sc(C)nc3C)cs2)cc1 | i | i
50 | COc1cc2c(cc1OC)C(CC#N)=NC(C)(C)C2 | i | i
51 | CC(C)CN(C(=O)/C=C/c1nc2ccccc2s1)C1CCS(=O)(=O)C1 (stereo not given) | i | i
52 | COc1cccc(CNC(=O)CCC2CCCN(C(=O)c3cscn3)C2)c1 (stereo not given) | i | i
53 | CCOC(=O)c1cnc2c(c(C)nn2CC)c1NCCN1CCOCC1 | i | i
54 | Cn1c(=O)c2c(nc(SCc3nc(N)nc(N4CCCCC4)n3)n2C)n(C)c1=O | i | i
55 | NC(=O)c1ccccc1NC(=O)CSc1cn[nH]n1 | i | i
56 | COc1cccc(-c2nnn(CC(=O)Nc3cc(OC)c(NC(=O)c4ccco4)cc3OC)n2)c1 | i | i
57 | Cc1cccc(NC(=O)CN2C(=O)S/C(=C\c3ccccn3)C2=O)c1 | i | i
58 | CN=C(c1ccco1)n1c(=S)nc(-c2ccco2)n(C)c1=S | i | i
59 | CN1C(=O)c2ccc(NC(=O)c3cccc(N4C(=O)CCC4=O)c3)cc2C1=O | i | i
60 | O=C(O)C[C@H]1c2ccc(C(F)(F)F)cc2S(=O)(=O)N1C1CCCCC1 | i | i
61 | CSc1nc2n(n1)C(C)C1=C(CCCC1=O)N2 (stereo not given) | i | i
62 | COc1ccc(NC(=O)N(Cc2cc3cc(C)ccc3[nH]c2=O)CC2CCCO2)cc1 (stereo not given) | i | i
63 | C[C@]12CCC3C(CC[C@H]4CC(O)CC[C@]34C)C1CC/C2=N/O (stereo not given in full) | i | i
64 | O=C(CN1C(=O)CCSc2ccccc21)Nc1ccc(F)cc1 | i | i
65 | COCCCNc1nc2c(-c3cccc(C(F)(F)F)c3)nnn2c2ccccc12 | i | i
66 | CCCn1c(=O)c2ccccc2n2c(SCCOc3ccc(Cl)cc3)nnc12 | i | i
67 | COc1cc(CC(=O)OCn2nnc3ccccc3c2=O)cc(OC)c1OC | i | i
68 | OC(COCC1COc2ccccc2O1)CN1CCN(c2ccc(F)cc2)CC1 (stereo not given) | i | i
69 | CCOc1ccc(-c2cc(C(=O)OC)nc3c2c(=O)n(C)c(=O)n3C)cc1 | i | i
70 | CCCCn1nnnc1SCC(=O)N1CCCC1 | i | i
71 | Cc1cc(C)nc(NC2=NCC(=O)N2c2ccc3c(c2)OCCO3)n1 | i | i
72 | CC1CCN(C(=O)COC(=O)c2cccc(NS(=O)(=O)c3ccccc3)c2)CC1 | i | i
73 | Cc1ccc(CNC(=O)c2ccc(N3CCC4(CC3)CC(c3ccccc3)=NO4)c([N+](=O)[O-])c2)cc1 | i | i
74 | CCOc1ccc2nc(NC(=O)c3cnc(C)cn3)sc2c1 | i | i
75 | C/C=C\C=C/C(=O)Nc1cccc(C2=NOC3(C2)C[C@@H](C(N)=O)N(C(=O)c2ccc(Cl)cc2)C3)c1 (stereo not given in full) | i | i
76 | COCCn1c(COc2cccc(OC)c2)nnc1SCC(=O)NC1CCCC1 | i | i
77 | Cc1ccc(NC(=O)c2cc(-c3ccc(F)cc3)on2)cc1C | i | i
78 | c1cncc(CSc2nnc3ccc(-c4ccncc4)nn23)c1 | i | i
79 | O=C(Nc1ccccc1)Nc1cc([N+](=O)[O-])ccc1F | i | i
80 | CC(C)NC(=O)c1ccc(CNC(=O)OCC(F)(F)F)cc1 | i | i
81 | Cc1ccccc1N1C(=O)c2cccc3cccc(c23)C1=O | i | i
82 | COc1ccc2[nH]c(=O)c(CN(C(=O)C3CCCO3)c3ccc(C)cc3)cc2c1 (stereo not given) | i | i
83 | Cc1c(C)c2ccc(OCC(=O)N3CCN(C(=O)C4COc5ccccc5O4)CC3)cc2oc1=O (stereo not given) | i | i
84 | CC(=O)c1ccc([N+](=O)[O-])c(CS(=O)(=O)c2ccc(Cl)cc2)c1 | i | i
85 | Cc1cccc(NC(=O)CSc2nccn2Cc2ccco2)c1C | i | i
86 | COc1ccc(C(C(=O)NC(C)(C)C)N(C(=O)CNC(=O)c2cccs2)c2ccc(C(C)C)cc2)cc1OC (stereo not given) | i | i
87 | Cn1c(=O)[nH]c(=O)c2c1nc(NCCCn1ccnc1)n2Cc1ccccc1 | i | i
88 | COc1cc(-c2nc3ccccn3c2/N=C/c2cccc(F)c2)ccc1O | i | i
89 | CCCCn1c(SCC(=O)NCCOC)nc2ccc(N3CCOCC3)cc2c1=O | i | i
90 | CN(C)c1nc(NCc2ccccc2)nc(SCC(=O)Nc2ccccc2Cl)n1 | i | i
91 | CCOc1ccc(CCNC(=O)c2nccnc2C(=O)O)cc1OCC | i | i
92 | CCOc1ccc(C2NC(=O)c3ccccc3O2)cc1 (stereo not given) | i | i
93 | N#C[C@@H]1[C@@H]2C(=O)N(c3ccc4c(c3)OCCO4)C(=O)[C@@H]2C2c3ccccc3C=CN21 (stereo not given in full) | i | i
94 | CS(=O)(=O)c1ccccc1C(=O)N(CCc1ccccc1)Cc1ccccc1 | i | i
95 | Cc1ccc(C(=O)Oc2ccc(C(=O)COC(=O)C3CC(=O)N(Cc4ccco4)C3)cc2)cc1 (stereo not given) | i | i
96 | Clc1cccc2sc(N3CCCC3)nc12 | i | i
97 | Cc1[nH]c2ccccc2c1/C=N/NC(=O)CNC(=O)c1ccc2c(c1)OCO2 | i | i
98 | O=S(=O)(Nc1ccc(Cl)cn1)c1cnc(Cl)c(Br)c1 | i | -8.7*
99 | Cc1cc(Oc2ncccc2[N+](=O)[O-])c2cc(Cl)ccc2n1 | i | i
100 | COc1ccccc1NC(=S)N(CCN1CCOCC1)Cc1ccccc1F | i | i
101 | CCOc1ccccc1NC(=O)CSc1ccccc1 | i | i
102 | CCOC(=O)c1cc2sccc2n1CC(=O)Nc1ccc(OC)cc1OC | i | i
103 | Cc1cc(Cl)c(S(=O)(=O)Nc2ccc3c(c2)OCCO3)cc1OCC(=O)NC1CCCCC1 | i | i
104 | CC(C)(O)C#Cc1ncc(C(F)(F)F)cc1Cl | i | i
105 | CN(C)S(=O)(=O)c1ccc(NC(=O)CN2C(=O)NC3(CCCC3)C2=O)cc1 | i | i
106 | CN(C)CC/C=C1\c2ccccc2CSc2ccccc21 | i | i
107 | O=S(=O)(NNC(=S)NCC1CCCO1)c1cc(Cl)ccc1Cl (stereo not given) | i | i
108 | CCc1ccc(OCC(=O)Nc2ccc3[nH]ncc3c2)cc1 | i | i

An excerpt of these results, with two lines to a compound.
Order of results: CHT allo act, CHT block
#91 CCOc1ccc(CCNC(=O)c2nccnc2C(=O)O)cc1OCC
→ i, i
#37 COc1ccc(NC(=O)CSc2c3c(nc4ccccc24)CCCC3)c(OC)c1
→ i, i
#101 CCOc1ccccc1NC(=O)CSc1ccccc1
→ i, i
#66 CCCn1c(=O)c2ccccc2n2c(SCCOc3ccc(Cl)cc3)nnc12
→ i, i
#106 CN(C)CC/C=C1\c2ccccc2CSc2ccccc21
→ i, i
#34 Cn1c(-c2cccc(Br)c2)cnc1NCc1cccnc1
→ i, i

(further entries)
item | Structure | CHT allo act | CHT block
109 | CC(=O)CCc1oc2ccccc2c1-c1ccccc1 | i | i
110 | CCn1ncc([N+](=O)[O-])c1C(=O)Nc1c(C)nn(Cc2ccc(F)cc2)c1C | i | i
111 | Cc1oc(-c2ccccc2Cl)nc1CSCC(=O)NC1CC1 | i | i
112 | O=C(CCN1C(=O)C2C3CCC(C3)C2C1=O)OCC(=O)c1ccc(Cl)cc1 (stereo not given) | i | i
113 | COc1ccc(CCN(C)CCC(=O)Nc2cc(C)ccc2C)cc1OC | i | i
114 | COc1ccc(CCNC(=O)CSc2nnc(CNc3ccc(Cl)cc3)o2)cc1OC | i | i
115 | C[C@H](O)[C@@H](C(=O)N1CCN(C(=O)OC(C)(C)C)CC1)n1cc(CCCCNC(=O)OC(C)(C)C)nn1 | i | i
116 | O=C(c1cc(-c2cccc(O)c2)on1)N1CCN(C(c2ccccc2)c2ccccc2)CC1 | i | i
117 | COC(=O)c1cc(NC(=O)C2C3C=CC(C3)C2C(=O)O)cc(C(=O)OC)c1 (stereo not given) | i | i
118 | CCOC(=O)N1CCN(C(=O)CSc2nnc(-c3ccc(C)c(C)c3)o2)CC1 | i | i
119 | CCOC(=O)c1nc(N/N=C/c2ccccc2)sc1Br | i | i
120 | O=C(NCc1ccc2c(c1)OCO2)c1ccc(N2CCCC2=O)cc1 | i | i
121 | CCOCCOC(=O)c1[nH]c2c(c1C)C(=O)CC(c1ccccc1)C2 (stereo not given) | i | i
122 | Cn1cc(CN2CCN(c3cnccn3)CC2)c(-c2cccc(Cl)c2)n1 | i | i
